Bioassay records (PubChem)
Sm TGR block = blocks Schistosoma mansoni thioredoxin glutathione reductase; Potency, µM (series often up to 114 µM), without a hit: at the highest dose activity change, negative = inhibition, usual class: inhibitors; actives 3% (n = 360,000); purified TGR, DTNB reduction, TNB absorbance 405 nm; note: potency is the fitted concentration of half-maximal effect; nearly all actives have a fitted effect of over 60% in size
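First, TGR (20 nM dispensed) and NADPH were mixed with compound. Second, a 15 min room-temperature incubation followed. Third, further NADPH and then DTNB were added to start the reaction. Finally, TNB absorbance was monitored kinetically.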
AmpC no deterg = AmpC beta-lactamase inhibition without detergent; actives 0.52% (n = 330,000); P00811; Potency, µM (top dose mostly 57.1 µM), without a hit: top-dose activity change, negative = inhibition, usual class: inhibitors; AmpC nitrocefin hydrolysis, absorbance 480 nm, 0.0001% Triton;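 note: potency is the fitted concentration of half-maximal effect; plate controls were no compound for no effect and no enzyme for full effect; nearly all actives have a fitted effect of over 20% in size; some results filed as inactive show a strong effect at the top dose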
Target sequence (P00811 whole entry, looked up): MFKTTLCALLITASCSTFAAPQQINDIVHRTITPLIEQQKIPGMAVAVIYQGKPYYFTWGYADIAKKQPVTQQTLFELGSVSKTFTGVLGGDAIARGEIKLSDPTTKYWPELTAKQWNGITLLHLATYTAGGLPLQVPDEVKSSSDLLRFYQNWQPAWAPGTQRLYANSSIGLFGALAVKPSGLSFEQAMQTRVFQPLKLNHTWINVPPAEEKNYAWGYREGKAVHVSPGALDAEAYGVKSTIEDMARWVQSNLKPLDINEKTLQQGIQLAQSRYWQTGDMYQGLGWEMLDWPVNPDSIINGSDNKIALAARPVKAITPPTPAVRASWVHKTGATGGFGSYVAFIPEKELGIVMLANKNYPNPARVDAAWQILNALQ
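AmpC (5.3 nM in the dispensed reagent) in 20 mM phosphate pH 7.0 with 0.01% (detergent screen) or 0.0001% Triton X-100 was preincubated with compounds for 15 min at room temperature. Nitrocefin was then added from an 800 uM solution, and hydrolysis was followed at 480 nm.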
HCMV inh = inhibitors of human cytomegalovirus; HFF cells, HCMV-luciferase reporter, 72 h; active compounds read low; activity change, negative = inhibition, % at 57.5 µM; actives 4.5% (n = 410,000); AID 1259415; in the data active = activity change below about -60%; inconclusive = no clear call, values can overlap the other calls; inactive = above about -39%
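Human foreskin fibroblasts infected with luciferase-reporter HCMV at MOI 1 PFU/cell, compounds at two doses. Luciferase measured 72 h post infection; normalized to buffer-only basal and Salinomycin (10uM) controls.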
AmpC detergent = AmpC beta-lactamase inhibition with detergent present; actives 0.041% (n = 370,000); Potency, µM (top dose mostly 114 µM), without a hit: top-dose activity change, negative = inhibition, most hits filed as inhibitors; P00811; AID 485294; AmpC hydrolysis of nitrocefin, absorbance 480 nm, 0.01% Triton;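 note: potency is the fitted concentration of half-maximal effect; 0% = no-compound wells and -100% = no-enzyme wells; nearly all actives have a fitted effect of over 25% in size; some results filed as inactive show a strong effect at the top dose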
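20 mM phosphate pH 7.0 + 0.01% (detergent screen) or 0.0001% Triton X-100; 5.3 nM AmpC reagent; cpd preinc 15 min RT; nitrocefin (800 uM stock) to start; A480 q20 s × 4 min; Activity was normalised to no-enzyme and no-compound control wells.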
FBPA Giardia inh = inhibitors of Giardia lamblia fructose-1,6-bisphosphate aldolase; A8B2U2; purified Giardia FBPA; Potency, µM (highest dose often 59.6 µM), without a hit: at the top dose activity, negative = inhibition, usual class: inhibitors; actives 0.71% (n = 290,000); note: potency is the fitted concentration of half-maximal effect; nearly all actives have a fitted effect of over 55% in size
Target sequence (A8B2U2 whole entry, looked up): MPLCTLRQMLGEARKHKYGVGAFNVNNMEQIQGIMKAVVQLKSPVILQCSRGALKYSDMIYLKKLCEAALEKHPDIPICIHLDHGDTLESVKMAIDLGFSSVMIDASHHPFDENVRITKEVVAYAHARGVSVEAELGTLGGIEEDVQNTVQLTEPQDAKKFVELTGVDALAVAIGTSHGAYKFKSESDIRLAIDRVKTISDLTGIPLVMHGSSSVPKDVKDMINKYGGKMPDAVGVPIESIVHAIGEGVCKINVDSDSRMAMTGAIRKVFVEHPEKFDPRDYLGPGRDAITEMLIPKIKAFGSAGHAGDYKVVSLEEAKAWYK
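40 nM FBPA preincubated 10 min at RT with compound (up to 57.5 uM final), then substrate plus GAPDH/TPI/NAD/arsenate coupling and diaphorase/resazurin added. Fluorescence read after 20 min at RT, 525/598 nm.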
HCV inhibitor = blocks hepatitis C virus | Huh7.5.1 HCVcc-Cre infection, luciferase reporter, 44 h | Potency, µM (highest dose often 41.8 µM), for the others: at the highest dose activity change, negative = inhibition, hits mostly inhibitors | actives 3.4% (n = 340,000) | AID 651820; note: potency is the fitted concentration of half-maximal effect
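Reporter virus HCVcc-Cre (~0.5 moi) infects cells exposed to compound; seeding density 1,000 cells/well with 4 h settling beforehand. Luminescence, 15 sec read, taken 44 h post-infection following a 15 min RT substrate incubation.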
The depositor's hits bear a star; ? = inconclusive; / = not tested or not shown; [ ] = remark or other dose. Unless noted, calls come from the whole dose curve; as a rule, active = well fitted curve in the direction sought with a large enough effect; inconclusive = small, poorly fitted or top-dose-only effect, or another doubt; inactive = no such curve, though single readings can be large; an effect the other way counts as inactive or inconclusive. Unless noted, % is set by controls: 0 for no effect and ±100 for the full control effect. Hits appear at their usual frequency (roughly 9.9% active in at least one column).

SMILES	Sm TGR block	AmpC no deterg	HCMV inh	AmpC detergent	FBPA Giardia inh	HCV inhibitor
COc1ccccc1C(CNC(=O)c1cccc(S(=O)(=O)Nc2ccc(C)cc2)c1)N(C)C (configuration not stated)	-23%	25%	-76*	-5%	/	/
CC1(C)c2[nH]c3ccccc3c2C[C@H]2C(=O)N(CCCCCO)CC(=O)N21	13%	42%	48	-3%	-1%	8%
CSc1nccc(NC(=O)c2ccc(C(C)(C)C)cc2)n1	-7%	-5%	-40	-7%	3%	1.8µM*
COc1ccc(/C=C(/C(=O)c2cccs2)N2C=CC=CC2=C(C#N)C#N)cc1	0.28µM*	-25%	-60*	-11%	-4%	?
C(#CCN1CCCC1)CN1CCCC1	-6%	-3%	-9	-4%	-8%[21.7 µM]	3%
OC(Cn1cnnc1)c1ccccc1 (configuration not stated)	0%	-5%	11	-17%	?	-1%
CCOc1ccc(NC(=O)C2CCCN(S(=O)(=O)c3c(C)noc3/C=C/N(C)C)C2)cc1 (configuration not stated)	5%	/	5	4%	/	/
COc1ccc(C(=O)OCC(=O)NCC2CCCO2)c(F)c1 (configuration not stated)	0%	-11%	-3	-3%	/	9%
CCc1cc(C(=O)NCC(c2ccc(OC)cc2)N2CCOCC2)sc1C (configuration not stated)	-5%	40%	35	-15%	/	21%
O=C1NC(=O)C(=Cc2cc(Cl)ccc2OCc2ccc(C(=O)O)cc2)C(=O)N1	?	-15%	-8	3%	-19%	-1%
CC1CCN(C(=O)C2CCN(CC(C)c3ccccc3)CC2)CC1 (configuration not stated)	1%	35%	1	-5%	-2%	-1%
O=c1c2cc(Cl)ccc2nc(-c2ccc([N+](=O)[O-])cc2)n1O	0%	-13%	-37	-5%	?	?
Clc1cccc(OCc2nnc(-c3ccccc3Br)o2)c1	17%	0%	8	5%	6%	-9%
CCCOc1ccc(NC(=O)CCC(=O)NC(C)c2ccccc2)cc1 (configuration not stated)	0%	-2%	4	?	1%	-2%
COC(=O)/C=c1/sc2nc3ccccc3n2c1=O	8%	-34%	5	45µM*	-1%	8%
CCOCCN(C(=O)COC)c1cccc(OC)c1	-10%	-2%	43	?	-7%	8%
COc1ccc(CN2CCN(C(=O)Cc3ccccc3)CC2)c(OC)c1	20%	20%	17	1%	0%	3%
COCCNC(=O)COc1coc(CN2CCN(Cc3ccccc3)CC2)cc1=O	1%	-6%	20	-6%	/	5%
COc1ccc(N2CC(C(=O)Nc3nccs3)CC2=O)cc1 (configuration not stated)	?	-19%	-78*	0%	6%	17%
CCCN(CCC)C(C)C(=O)NCC1(c2ccccc2)CCCC1 (configuration not stated)	0%	70%[activator]	-16	2%	-4%	-22%
COc1ccc(C2C(C#N)=C(N)Oc3c2sc2nc(C)cc(C)c32)cc1 (configuration not stated)	-8%	-13%	-68*	-5%	-19%	?
Cc1cc(C)c(-c2cc(NC(=O)COC(=O)c3ccc(CO)cc3)n(-c3ccccc3)n2)cc1C	8%	2%	15	-1%	-2%	?
CC1CCN(C(=O)COC(=O)C2CCN(S(=O)(=O)c3ccc4c(c3)OCCO4)CC2)CC1	-25%	76%[activator]	-31	?	/	11%
O=C(COC(=O)C1CCN(c2ccc(C(F)(F)F)cn2)CC1)NCc1ccc(F)cc1	-15%	54%	4	-17%	/	10%
COc1ccc(C/C(C)=N\NC(=O)c2c[nH]c3ccccc23)cc1OC	0%	-39%	57	2%	-3%	18%

Continued:
SMILES	Sm TGR block	AmpC no deterg	HCMV inh	AmpC detergent	FBPA Giardia inh	HCV inhibitor
COc1ccccc1CNC(=O)[C@@H]1CCCN1C(=O)[C@@H]1Cc2ccccc2CN1C(=O)OC(C)(C)C	-4%	121%[activator]	-19	2%	/	6%
CCN(CC)c1nc2ccccc2nc1C(C#N)C(=O)NCCCOC (configuration not stated)	-4%	88%[activator]	0	10%	-20%	7.1µM*
CCOC(=O)c1cc(C#N)c(SCC(N)=O)[nH]c1=O	-23%	-5%	-32	1%	-22%	9%
O=C(COC(=O)c1cc2c(s1)CCCCC2)NC1CCS(=O)(=O)C1 (configuration not stated)	-26%	-11%	8	-7%	/	15%
CC12CC3(C)CC(C)(C1)CC(NC(=O)N1CCCC1)(C2)C3	2%	36%	-25	-4%	0%	12%
Cn1c(=O)[nH]c(=O)c2c1nc1n2CC(O)CN1c1ccccc1 (configuration not stated)	-13%	-1%	-16	-7%	14%	10%
COC(=O)[C@]1(Cc2ccccc2)N[C@H](CN(C)C(=O)NC(C)C)[C@@H]2C(=O)N(C)C(=O)[C@@H]21	/	-10%	-19	/	/	-10%[8.37 µM]
Cc1ccc(-c2nn(CCC(=O)NC(C)C)c(=O)c3ccccc23)cc1	-19%	26%	-36	0%	15%	-24%
CN(c1ccc(C(=O)Nc2ccccc2C(F)(F)F)cc1)S(C)(=O)=O	4%	2%	?	?	-8%	4%
NC(=O)c1ccc(Nc2ccc3nonc3c2[N+](=O)[O-])cc1	-3%	-8%	26	3%	4%	29%
Cc1cc(C)c(NC(=O)c2ccc3c(c2)C(=O)N(Cc2cccnc2)C3=O)c(C)c1	-3%	29%	12	3%	/	15%
Cn1c(=O)n(CC(N)=O)c(=O)c2c1nc(Br)n2Cc1ccccc1	10%	-8%	-24	-15%	5%	-6%
C[C@@H]1CC[C@]2(C(=O)O[C@@H]3O[C@H](CO)[C@@H](O)[C@H](O)[C@H]3O)CC[C@]3(C)C(=CCC4[C@@]5(C)CC[C@H](O[C@@H]6OC[C@H](O)[C@H](O[C@@H]7O[C@H](CO)[C@@H](O)[C@H](O)[C@H]7O)[C@H]6O)C(C)(C)C5CC[C@]43C)C2[C@]1(C)O (some centres not stated)	/	202%[activator]	-2	/	/	38%[activator][8.37 µM]
O=C(Nc1ccccc1Cl)c1cc[n+]([O-])cc1	-9%	8%	19	0%	-7%	9%
NC(=O)c1cc([N+](=O)[O-])cc2c1C=Cc1ccccc1O2	-4%	-28%	22	-11%	-1%	18%
N#CCC(=O)Nc1ccc(C(=O)OCC(=O)Nc2sc3c(c2C#N)CCCC3)cc1	-27%	14µM*	-34	0%	/	-3%
Cc1cc(=O)[nH]c(Sc2c(-c3ccccc3)c3ccccc3[nH]c2=O)n1	-3%	-23%	0	-3%	-9%	0%
N=c1oc2ccc3ccccc3c2cc1C(N)=S	1%	-14%	?	4%	-18%	13%
C=CC1=C2C=C(C3CC3)N(CCCN(CC)CC)C=C2C(=O)C(C)(OC(=O)c2ccco2)C1=O (configuration not stated)	/	/	-1	/	?	6%
O=C(c1cc([N+](=O)[O-])ccc1N1CCCC1)N1CCCC1	/	-8%	4	3%	3%	-21%
CC(CCc1ccccc1)NC(=O)CSc1n[nH]c(-c2ccccc2Cl)n1 (configuration not stated)	5%	/	5	21%	/	/
Cc1cc(OCC(=O)Nc2ccc(F)c(F)c2)nc(C(C)C)n1	4%	-1%	20	0%	4%	5%
COc1ccc(-n2ccnc2SCC(=O)Nc2nnc(C)s2)cc1	5%	/	-35	2%	/	/
Cc1cc(C)cc(NC(=O)Nc2ccc3ccccc3n2)c1	11%	-20%	-8	7%	6%	-6%
Cc1coc2cc3oc(=O)c(CCC(=O)NCCCn4ccnc4)c(C)c3cc12	5%	-9%	0	-2%	-9%	?

6 compounds from above, limited to HCMV inh.
smiles	HCMV inh
Cn1c(=O)[nH]c(=O)c2c1nc1n2CC(O)CN1c1ccccc1 (configuration not stated)	-16
COC(=O)[C@]1(Cc2ccccc2)N[C@H](CN(C)C(=O)NC(C)C)[C@@H]2C(=O)N(C)C(=O)[C@@H]21	-19
Cc1ccc(-c2nn(CCC(=O)NC(C)C)c(=O)c3ccccc23)cc1	-36
CN(c1ccc(C(=O)Nc2ccccc2C(F)(F)F)cc1)S(C)(=O)=O	?
NC(=O)c1ccc(Nc2ccc3nonc3c2[N+](=O)[O-])cc1	26
Cc1cc(C)c(NC(=O)c2ccc3c(c2)C(=O)N(Cc2cccnc2)C3=O)c(C)c1	12

Among those listed so far, two contain bromine:
SMILES	Sm TGR block	AmpC no deterg	HCMV inh	AmpC detergent	FBPA Giardia inh	HCV inhibitor
Clc1cccc(OCc2nnc(-c3ccccc3Br)o2)c1	17%	0%	8	5%	6%	-9%
Cn1c(=O)n(CC(N)=O)c(=O)c2c1nc(Br)n2Cc1ccccc1	10%	-8%	-24	-15%	5%	-6%

Returning to the listing, starting two compounds before the break.
SMILES	Sm TGR block	AmpC no deterg	HCMV inh	AmpC detergent	FBPA Giardia inh	HCV inhibitor
Cc1cc(C)cc(NC(=O)Nc2ccc3ccccc3n2)c1	11%	-20%	-8	7%	6%	-6%
Cc1coc2cc3oc(=O)c(CCC(=O)NCCCn4ccnc4)c(C)c3cc12	5%	-9%	0	-2%	-9%	?
COC(=O)c1c(NC(=O)c2ccc(OC)cc2OC)sc2c1CCCCC2	16%	/	-1	26%	/	/
COc1cccc(CN2CC(C(=O)N(C)Cc3nc(C)cs3)CCC2=O)c1 (configuration not stated)	0%	-2%	-1	?	8%	-1%
CC1(C)CC(=O)C=C(c2ccc3ncccc3c2)C1	0%	-15%	-83*	-2%	/	-3%
CCCCCCCOC1(c2ccccc2)OC(=O)c2ccccc21 (configuration not stated)	-6%	-17%	12	-2%	0%	-3%
CS(=O)(=O)N(CC(=O)N1CCCC1)Cc1ccc(Cl)c(Cl)c1	-13%	50%	7	-5%	13%	8%
O=C(Nc1ccc(Cl)c(S(=O)(=O)N2CCOCC2)c1)c1ccc(OCC2CCCO2)cc1 (configuration not stated)	-7%	75%[activator]	/	-1%	-8%	?
CN(Cc1ccccc1)C(=O)c1[nH]cnc1C(=O)NCCCCCNC(=O)OC(C)(C)C	?	22%	-17	-1%	/	?
CCOc1ccc(NC(=O)CCC(=O)NNC(=O)c2ccc(Br)o2)cc1	-3%	-3%	-17	-13%	0%	-8%
COc1ccc(F)cc1CN1CCN(C(=O)CCC(=O)Nc2nnc(C3CCCCC3)s2)CC1	1%	191%[activator]	?	8%	/	-11%
Cc1cccc(NC(=O)C(Cc2ccccc2)c2nn[nH]n2)c1C (configuration not stated)	?	-24%	-27	-4%	?	18%
O=c1[nH][nH]c(C(F)(F)F)c1C=NCc1ccc(Cl)cc1	-1%	-23%	1	-1%	-1%	12%
CC1CCN(C(=O)c2[nH]cnc2C(=O)NCC(=O)OCc2ccccc2)CC1	12%	13%	-32	-3%	?	31%[activator]
O=C(Nc1nc2ccc([N+](=O)[O-])cc2s1)c1c(F)cccc1F	-20%	-35%	?	-1%	5%	?
COCCCC1CCN(Cc2nc(Cc3ccccc3Cl)no2)CC1	-5%	139%[activator]	36	4%	4%	-11%
FC(F)(F)c1ccc(/C=N/N2CCN(Cc3ccccc3)CC2)cc1	8%	-2%	-28	?	0%	0%
O=C(O)C1SCCN1S(=O)(=O)c1ccc(N=NN2CCOCC2)cc1 (configuration not stated)	4%	-15%	8	4%	8%	7%
O=c1c2[nH]c3ccccc3c2ncn1CCC1=CCCCC1	5%	-24%	43	?	1%	11%
COCCCNC(=O)c1cn(Cc2c(F)cccc2Cl)nn1	7%	3%	-90*	-2%	2%	-16%
COc1ccc(OCCCC(=O)Nc2ncn[nH]2)cc1	1%	-22%	-8	6%	-12%	-12%
